Mtb BioA inh: blocks M. tuberculosis BioA enzyme activity. purified M. tuberculosis BioA enzyme, plate reader. inhibition, % at 9.99 µM. 0.096% of 360,000 active. AID 602481; in the data active means inhibition above about 40%
Active calls of the source: *. Not all compounds are listed (hit frequency here may not be typical).

SMILES	Mtb BioA inh
C[C@@H]1CN([C@H](C)CO)C(=O)c2cccc(NC(=O)c3ccncc3)c2O[C@@H]1CN(C)S(=O)(=O)c1cn(C)cn1	-0.8
C/C=C/c1ccc2c(c1)O[C@@H](CN(C)C(=O)C1CC1)[C@@H](C)CN([C@H](C)CO)S2(=O)=O	3.0
C[C@H]1CN([C@@H](C)CO)C(=O)c2cc(C#Cc3cccc(F)c3)cnc2O[C@@H]1CN(C)C(=O)C1CCCCC1	1.3
Cc1noc(C)c1NC(=O)Nc1cccc2c1O[C@@H](CN(C)Cc1ccc(C(=O)O)cc1)[C@H](C)CN([C@@H](C)CO)C2=O	0.0
CO[C@H]1CN(C)C(=O)c2ccc(NC(=O)C3CC3)cc2OC[C@@H](C)N(C(=O)NC(C)C)C[C@@H]1C	-0.2
C[C@@H]1CCCCO[C@@H](CN(C)S(=O)(=O)c2ccc(F)cc2)[C@H](C)CN([C@@H](C)CO)C(=O)c2cc(NC(=O)CCCN(C)C)ccc2O1	-2.0
Cn1cnc(S(=O)(=O)N2C[C@H](O)COC[C@H]3O[C@@H](CC(=O)NCc4cccc(F)c4)CC[C@@H]32)c1	-1.1
COc1ccc(NC(=O)N[C@H]2C=C[C@H](CC(=O)NCc3ccccn3)O[C@@H]2CO)cc1	-1.6
CO[C@@H]1CN(C)C(=O)c2cc(NC(C)=O)ccc2OC[C@@H](C)N(CC2CC2)C[C@@H]1C	-1.2
O=C(CC1CC1)Nc1ccc2c(c1)[C@@H]1C[C@H](CC(=O)NC3CCCC3)O[C@H](CO)[C@@H]1O2	-1.2
C[C@H](CO)N1C[C@H](C)[C@@H](CN(C)C(=O)Nc2cccc3ccccc23)Oc2c(NS(C)(=O)=O)cccc2C1=O	-0.9
O=C(C[C@H]1C=C[C@@H](NC(=O)C2CC2)[C@@H](CO)O1)NCc1ccccc1Cl	3.1
CCCNC(=O)[C@@H]1[C@@H](CO)[C@@H]2Cn3c(ccc(-c4cccc(C(=O)N(C)C)c4)c3=O)[C@H]1N2	-4.2
CC(C)NC(=O)Nc1ccc2c(c1)C(=O)N(C)[C@H]1CC[C@@H](CC(=O)NC3CCCCC3)O[C@@H]1CO2	11.8
C[C@@H]1CCCCO[C@H](CN(C)S(=O)(=O)c2cn(C)cn2)[C@@H](C)CN([C@@H](C)CO)C(=O)c2cc(NC(=O)CCCN(C)C)ccc2O1	-0.8
C[C@@H]1CN([C@H](C)CO)C(=O)c2cc(/C=C/c3ccccc3)cnc2O[C@H]1CN(C)C(=O)c1ccc(F)cc1	1.0
C[C@@H]1CN([C@@H](C)CO)C(=O)c2cc(NC(=O)c3ccncc3)ccc2O[C@H]1CN(C)C(=O)Nc1ccc2c(c1)OCO2	1.6
CC(C)C[C@@H]1NC(=O)[C@H]2C[C@@H](C(=O)NCCCCCNC(=O)CS)[C@@H](c3cccc(OCCO)c3)N2C1=O	-0.9
C[C@H](CO)N1C[C@H](C)[C@@H](CN(C)S(C)(=O)=O)OCCCC[C@H](C)Oc2ccc(NS(C)(=O)=O)cc2C1=O	-3.0
Cc1nn(C)cc1NC(=O)C[C@@H]1CC[C@@H]2[C@@H](COc3ccc(NC(=O)c4cccc(F)c4)cc3C(=O)N2C)O1	14.1
C[C@@H]1CN([C@H](C)CO)C(=O)c2cc(NC(=O)Nc3ccc(F)cc3)ccc2O[C@@H](C)CCCCO[C@H]1CN(C)C(=O)Nc1ccc(C(F)(F)F)cc1	-0.6
C[C@@H]1CN([C@@H](C)CO)S(=O)(=O)c2ccc(C3=CCCC3)cc2O[C@H]1CN(C)C(=O)c1ccc(F)cc1	3.1
CC(=O)N(C)C[C@H]1Oc2cc(-c3ccc(C#N)cc3)ccc2S(=O)(=O)N([C@H](C)CO)C[C@H]1C	-4.1
COc1ccc(CN2[C@@H](CO)[C@@H]3c4ccccc4NC[C@@H]32)cc1	3.2
COc1cccc(S(=O)(=O)N[C@@H]2CC[C@@H](CC(=O)NC3Cc4ccccc4C3)O[C@@H]2CO)c1	-2.8

(listing goes on)
SMILES	Mtb BioA inh
CO[C@H]1CN(C)C(=O)c2cc(NS(=O)(=O)c3ccccc3)ccc2OC[C@H](C)N(Cc2cccnc2)C[C@@H]1C	-1.7
CCNC(=O)[C@H]1[C@H](CO)[C@H]2Cn3c(ccc(-c4cncnc4)c3=O)[C@@H]1N2C(=O)Nc1ccccc1	-0.2
Cc1noc(C)c1NC(=O)N(C)C[C@H]1Oc2c(NS(=O)(=O)c3ccccc3)cccc2C(=O)N([C@@H](C)CO)C[C@@H]1C	-1.1
COc1ccc(-c2cnc3c(c2)C(=O)N([C@H](C)CO)C[C@@H](C)[C@H](CN(C)C(=O)C2CC2)O3)cc1	-0.6
C[C@@H]1CN([C@@H](C)CO)C(=O)c2cc(NC(=O)CCC(F)(F)F)ccc2O[C@@H](C)CCCCO[C@H]1CN(C)C(=O)Nc1cccc2ccccc12	-1.4
COCC(=O)N1C[C@@H](C)[C@@H](OC)CN(C)C(=O)c2cc(NC(=O)c3cc(C)on3)ccc2OC[C@@H]1C	-3.2
CCNC(=O)C[C@@H]1CC[C@H]2[C@@H](COC[C@@H](O)CN2C(=O)Nc2ccc(C(F)(F)F)cc2)O1	-1.3
C[C@H]1CN([C@@H](C)CO)C(=O)c2cc(-c3cccc(F)c3)cnc2O[C@H]1CN(C)C(=O)Nc1cc(F)ccc1F	-0.4
C/C=C/c1ccc([C@H]2[C@H](CO)N(C(C)=O)[C@H]2CN(CC)C(=O)CN(C)C)cc1	0.0
CCC(=O)NC[C@@H]1[C@@H](c2ccc(C3=CCCC3)cc2)[C@@H](CO)N1C(C)=O	3.5
C[C@@H]1CN([C@H](C)CO)C(=O)c2cc(NC(=O)NC3CCCCC3)ccc2O[C@@H]1CN(C)Cc1ccc(Cl)c(Cl)c1	2.2
C[C@H](CO)N1C[C@H](C)[C@@H](CN(C)Cc2ccccc2)Oc2ccc(NC(=O)c3ccncc3)cc2C1=O	-0.2
C[C@@H]1CCCCO[C@@H](CN(C)C(=O)CCC(F)(F)F)[C@@H](C)CN([C@H](C)CO)C(=O)c2cc(NC(=O)CCC(F)(F)F)ccc2O1	1.3
O=C(Cc1ccncc1)NCC[C@H]1CC[C@H](NC(=O)C2CCCC2)[C@@H](CO)O1	-1.5
C[C@H](CO)N1C[C@H](C)[C@H](CN(C)S(=O)(=O)c2cccs2)Oc2ncc(C#Cc3cccc(F)c3)cc2C1=O	0.0
C[C@@H]1CCCCO[C@@H](CN(C)Cc2ccccc2)[C@@H](C)CN([C@@H](C)CO)C(=O)c2cc(NC(=O)C3CCCCC3)ccc2O1	-1.5
Cc1cccc(CN(C)C[C@@H]2Oc3ncc(-c4cc5ccccc5o4)cc3C(=O)N([C@H](C)CO)C[C@@H]2C)c1	-2.2
C[C@H]1CN([C@@H](C)CO)C(=O)Cc2cc(NS(=O)(=O)c3cn(C)cn3)ccc2O[C@@H]1CN(C)C(=O)Nc1ccccc1	-0.9
COc1ccc(NC(=O)N(C)C[C@H]2Oc3c(NS(=O)(=O)c4ccc(F)cc4)cccc3C(=O)N([C@@H](C)CO)C[C@H]2C)cc1	3.4
C[C@H]1CN([C@@H](C)CO)S(=O)(=O)c2ccc(-c3ccc(F)cc3)cc2O[C@@H]1CN(C)Cc1cccc(F)c1	1.1
O=C(NCC[C@H]1CC[C@@H](NC(=O)c2ccncc2)[C@@H](CO)O1)Nc1ccc(Cl)cc1	0.0
COc1ccc(NC(=O)Nc2ccc3c(c2)C(=O)N([C@H](C)CO)C[C@H](C)[C@@H](CN(C)Cc2ccc4c(c2)OCO4)OCCCC[C@@H](C)O3)cc1	-0.7
C[C@H](CO)N1C[C@H](C)[C@@H](CN(C)C(=O)Nc2ccc(C(F)(F)F)cc2)Oc2c(NC(=O)c3nc4ccccc4s3)cccc2C1=O	-0.9
O=S(=O)(N[C@@H]1CC[C@H](CCn2cc(-c3cccnc3)nn2)O[C@H]1CO)c1ccc(Cl)cc1	9.7
C[C@H]1CCCCO[C@H](CN(C)C(=O)NC2CCCCC2)[C@@H](C)CN([C@@H](C)CO)C(=O)c2cc(NC(=O)Cc3ccccc3)ccc2O1	-0.9

3 records picked at random from the list so far:
SMILES	Mtb BioA inh
C[C@H](CO)N1C[C@H](C)[C@H](CN(C)S(=O)(=O)c2cccs2)Oc2ncc(C#Cc3cccc(F)c3)cc2C1=O	0.0
C[C@@H]1CN([C@@H](C)CO)C(=O)c2cc(NC(=O)CCC(F)(F)F)ccc2O[C@@H](C)CCCCO[C@H]1CN(C)C(=O)Nc1cccc2ccccc12	-1.4
CCNC(=O)C[C@@H]1CC[C@H]2[C@@H](COC[C@@H](O)CN2C(=O)Nc2ccc(C(F)(F)F)cc2)O1	-1.3

Look-ups from the results shown.
C[C@H](CO)N1C[C@H](C)[C@@H](CN(C)Cc2ccccc2)Oc2ccc(NC(=O)c3ccncc3)cc2C1=O in Mtb BioA inh = -0.2
O=C(Cc1ccncc1)NCC[C@H]1CC[C@H](NC(=O)C2CCCC2)[C@@H](CO)O1 in Mtb BioA inh = -1.5

Some of these compounds in order of length of the SMILES, smallest number first:
SMILES	Mtb BioA inh
C/C=C/c1ccc([C@H]2[C@H](CO)N(C(C)=O)[C@H]2CN(CC)C(=O)CN(C)C)cc1	0.0
CO[C@H]1CN(C)C(=O)c2cc(NS(=O)(=O)c3ccccc3)ccc2OC[C@H](C)N(Cc2cccnc2)C[C@@H]1C	-1.7
C[C@H]1CN([C@@H](C)CO)S(=O)(=O)c2ccc(-c3ccc(F)cc3)cc2O[C@@H]1CN(C)Cc1cccc(F)c1	1.1

New compounds follow
SMILES	Mtb BioA inh
C[C@H]1CN([C@@H](C)CO)C(=O)CCCn2cc(nn2)CO[C@H]1CN(C)Cc1ccccc1	0.5
CCC(=O)N(C)C[C@H]1Oc2cc(C#CCOC)ccc2S(=O)(=O)N([C@@H](C)CO)C[C@H]1C	2.1
C[C@H](CO)N1C[C@H](C)[C@@H](CN(C)C(=O)CCC(F)(F)F)OCCCC[C@H](C)Oc2ccc(NS(=O)(=O)c3cn(C)cn3)cc2C1=O	-3.2
CCC(=O)N1C[C@H](C)[C@@H](OC)CN(C)C(=O)c2ccc(NC(=O)NC(C)C)cc2OC[C@H]1C	-1.9
C[C@H]1CN([C@@H](C)CO)C(=O)c2cccc(NC(=O)NC3CCCCC3)c2O[C@H]1CN(C)Cc1ccc(-c2ccccc2)cc1	-1.5
C[C@@H]1CN([C@@H](C)CO)C(=O)c2cc(NC(=O)NC3CCCCC3)ccc2O[C@@H](C)CCCCO[C@@H]1CN(C)Cc1ccc(C(F)(F)F)cc1	-1.3
COCC(=O)Nc1ccc2c(c1)C(=O)N(C)C[C@@H](OC)[C@@H](C)CN(Cc1cccnc1)[C@H](C)CO2	6.1
C[C@H](CO)N1C[C@H](C)[C@H](CN(C)Cc2ccc3c(c2)OCO3)Oc2ncc(-c3cccc(C(F)(F)F)c3)cc2C1=O	-0.2
Cc1noc(C)c1NC(=O)Nc1ccc2c(c1)C(=O)N([C@H](C)CO)C[C@H](C)[C@@H](CN(C)C(=O)NC1CCCCC1)OCCCC[C@H](C)O2	0.3
COCC(=O)Nc1ccc2c(c1)C(=O)N(C)C[C@@H](OC)[C@H](C)CN(C(C)=O)[C@H](C)CO2	0.6
C[C@H]1CN([C@@H](C)CO)C(=O)c2cc(C3=CCCCC3)cnc2O[C@H]1CN(C)C(=O)c1ccccn1	1.9
CCC(=O)Nc1ccc2c(c1)OC[C@H](C)N(Cc1ccccc1OC)C[C@@H](C)[C@@H](OC)CN(C)C2=O	0.5
CO[C@H]1CN(C)C(=O)c2ccc(NC(C)=O)cc2OC[C@@H](C)N(C(=O)c2ccccn2)C[C@@H]1C	1.8
O=C(C[C@H]1CC[C@H](NC(=O)Nc2ccc3c(c2)OCO3)[C@H](CO)O1)NCc1ccc(Cl)cc1	-2.5
COc1ccc(NC(=O)N[C@H]2CC[C@@H](CCn3cc(-c4ccccn4)nn3)O[C@H]2CO)cc1	5.7
CN1C(=O)c2cc(NC(=O)c3cccc(F)c3)ccc2OC[C@@H]2O[C@@H](CC(=O)O)CC[C@H]21	9.0
CCCNC(=O)N(C)C[C@@H]1Oc2ncc(C#CCC(C)C)cc2C(=O)N([C@@H](C)CO)C[C@H]1C	3.2
COc1ccc([Si](C)(C)[C@H]2[C@H](CCn3cc([C@H](O)c4ccccc4)nn3)O[C@@]3(C(=O)N(C)c4c(Br)cc(C)cc43)[C@@H]2C)cc1	0.8
CC(C)[C@H](C)NC(=O)N(C)C[C@@H]1OCc2ccccc2-c2ccccc2C(=O)N([C@@H](C)CO)C[C@H]1C	4.2
C[C@@H](O)C#Cc1ccc([C@H]2[C@@H](CO)N3CCCCN(C(=O)c4ccc(F)cc4)C[C@@H]23)cc1	2.6
O=S(=O)(c1ccc(F)cc1)N1CCCCN2[C@H](C1)[C@H](c1ccc(-c3ccccc3F)cc1)[C@@H]2CO	-3.7
O=C(C[C@@H]1C[C@@H]2c3cc(NC(=O)c4cccnc4)ccc3O[C@@H]2[C@@H](CO)O1)NCC1CC1	14.6
C[C@H](CO)N1C[C@H](C)[C@H](CN(C)Cc2ccc(C(=O)O)cc2)Oc2ccc(NS(=O)(=O)c3ccc(F)cc3)cc2C1=O	-3.4
COc1ccccc1CNC(=O)C[C@@H]1CC[C@H]2[C@@H](COc3ccc(NC(=O)Nc4ccc(F)c(F)c4)cc3C(=O)N2C)O1	-0.5
C[C@H](NC(=O)C[C@@H]1C[C@H]2c3cc(NS(=O)(=O)c4ccc(F)cc4)ccc3O[C@H]2[C@H](CO)O1)c1ccccc1	-0.1
Cc1cc(C(=O)Nc2cccc3c2O[C@H](CN(C)Cc2ccc(Cl)c(Cl)c2)[C@H](C)CN([C@H](C)CO)C3=O)n(C)n1	1.2
C[C@@H]1CCCCO[C@H](CN(C)C)[C@H](C)CN([C@@H](C)CO)C(=O)c2cc(NS(=O)(=O)c3ccc(F)cc3)ccc2O1	-0.2
C/C=C/c1ccc([C@@H]2[C@H]3CN(C(=O)Cc4ccncc4)CCCCN3[C@H]2CO)cc1	-3.3
COc1ccc(S(=O)(=O)N(C)C[C@H]2Oc3ccc(NS(=O)(=O)c4cn(C)cn4)cc3CC(=O)N([C@@H](C)CO)C[C@H]2C)cc1	0.0

High-throughput results: PubChem, Broad Institute
